# Compound activity from PubChem.
# TDP1 cell CPT: DT40-hTDP1 cell growth loss with CPT. Potency, µM (series often up to 46.2 µM), inactives show top-dose activity change, negative = growth inhibition, actives largely listed as inhibitors. 420,000 tested, 12% active. chicken DT40 Tdp1-/-;hTDP1 cells + 20 nM CPT, ATP luminescence, 48 h; also: nearly all actives have a fitted effect of over 55% in size
#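 Cell growth measured by CellTiter-Glo luminescence after a minimum 48 h, 37 C compound exposure with 20 nM CPT in Tdp1-knockout DT40 cells stably expressing hTDP1, seeded 400/well; qHTS titration format.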
# GCN5L2 inh: blocks human GCN5L2 histone acetyltransferase; Q92830; GCN5L2 HAT assay, ThioGlo1 CoA-SH fluorescence; Potency, µM (highest dose often 58.9 µM), for inactives: at the highest dose activity change, negative = inhibition, hits mostly inhibitors; 390,000 tested, 0.21% active; AID 504327
# Target sequence (Q92830 whole entry, looked up): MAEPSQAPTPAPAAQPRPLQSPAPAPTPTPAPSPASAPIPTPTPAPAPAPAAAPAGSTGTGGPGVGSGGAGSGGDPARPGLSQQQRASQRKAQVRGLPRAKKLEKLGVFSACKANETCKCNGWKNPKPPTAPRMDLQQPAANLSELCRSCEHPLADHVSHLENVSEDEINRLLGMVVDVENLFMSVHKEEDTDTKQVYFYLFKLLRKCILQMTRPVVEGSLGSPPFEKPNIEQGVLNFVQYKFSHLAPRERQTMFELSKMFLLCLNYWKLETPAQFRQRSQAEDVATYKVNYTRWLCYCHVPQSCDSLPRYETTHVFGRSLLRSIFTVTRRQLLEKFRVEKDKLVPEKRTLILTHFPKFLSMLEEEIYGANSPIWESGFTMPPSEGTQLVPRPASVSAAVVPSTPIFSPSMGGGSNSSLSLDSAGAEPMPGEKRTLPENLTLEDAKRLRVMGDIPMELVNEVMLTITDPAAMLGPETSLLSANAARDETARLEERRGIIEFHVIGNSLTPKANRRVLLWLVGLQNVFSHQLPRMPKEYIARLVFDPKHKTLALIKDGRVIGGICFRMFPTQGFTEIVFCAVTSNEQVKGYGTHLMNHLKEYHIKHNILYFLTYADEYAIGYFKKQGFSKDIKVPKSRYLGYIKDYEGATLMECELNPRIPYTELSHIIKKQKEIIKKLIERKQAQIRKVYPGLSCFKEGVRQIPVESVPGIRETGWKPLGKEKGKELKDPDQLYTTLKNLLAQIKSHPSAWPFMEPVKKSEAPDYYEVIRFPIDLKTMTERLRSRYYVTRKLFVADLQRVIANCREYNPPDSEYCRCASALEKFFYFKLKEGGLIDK
#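 GCN5L2 (20 nM) in 50mM HEPES pH 7.5, 0.1mM EDTA, 0.01% Tween-20 preincubated 15 min with compounds at room temperature. Reaction started with H3(1-25) 75uM, acetyl-CoA 70uM, ThioGlo1 50uM; CoA-thiol fluorescence (Ex340/Em540) read at 0 and 20 min.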
# DT40 TDP1 no CPT: qHTS for Inhibitors of human tyrosyl-DNA phosphodiesterase 1 (TDP1): qHTS in cells in absence of CPT; DT40 Tdp1-/- hTDP1 cells, no CPT, ATP luminescence, 48 h; Potency, µM (top dose mostly 46.2 µM), for the others: at the highest dose activity change, negative = growth inhibition, hits mostly inhibitors; 420,000 tested, 15% active; AID 686978, 2013; also: nearly all actives have a fitted effect of over 55% in size
#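 No-CPT arm: Tdp1-/-;hTDP1 DT40 cells (400/well) plus compounds, incubated ≥48 hr at 37 °C. Readout CellTiter-Glo luminescence.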
# * hit, by the source's call; ? = inconclusive; nt = not tested or not shown; & = joins results of further samples; [ ] = remark or other dose. Calls follow the shape of the dose curve; as a rule, active = well fitted curve in the direction sought with a large enough effect; inconclusive = small, poorly fitted or top-dose-only effect, or another doubt; inactive = no such curve, though single readings can be large; an effect the other way counts as inactive or inconclusive. % is scaled to controls: 0 for no effect and ±100 for the full control effect; potency is read from the fitted curve at half-maximal effect.
SMILES,TDP1 cell CPT,GCN5L2 inh,DT40 TDP1 no CPT
CC(C)(C)c1ccc(CC(=O)N2CCC2(C)C(=O)Nc2cccc3c2CCCC3)cc1 (configuration not stated),?,nt,?
COc1ccc(N2CCN(C(=O)CN(C3CCCCC3)S(C)(=O)=O)CC2)cc1,-21%,?,-27%
CN1C(C(=O)NCCc2cccs2)CC2Cn3c(nc4cc5ccccc5cc43)C21 (configuration not stated),-23%,-8%,?
COC(=O)CN1C(=O)[C@H]2[C@@H](/C=C/c3ccccc3)N3C(=O)CN(CC4CC4)C(=O)[C@@]3(Cc3ccccc3)[C@H]2C1=O,?,-8%,-2%
Cc1ccc(O)c(-c2cc(-c3cccc(F)c3)n[nH]2)c1,?,-3%,?
NC(=O)COc1ccc(C2c3c(oc4ccccc4c3=O)C(=O)N2CC2CCCO2)cc1 (configuration not stated),-16%,nt,-17%
C/C(=N\OC(=O)c1ccc(Cl)cc1)c1nccs1,-14%,-6%,-14%
NC(=O)CC[C@@H]1NC(=O)[C@@H]2CCCN2C(=O)c2cc([N+](=O)[O-])cc(I)c2NCCC[C@@H](C(=O)NC(CC(=O)O)C(N)=O)NC1=O (some centres not stated),10%,-5%,-2%
Cc1ccc(CNC(=O)c2ccc(N3CCC4(CC3)CC(c3ccccc3)=NO4)c(NC(=O)c3ccccc3)c2)cc1,-36%,-4%,-21%
Cc1ccc2c(c1)N(S(=O)(=O)c1cc(-c3cc(C)no3)ccc1C)CCO2,?,-10%,?
O=C1CCCCC1Sc1nnc(-c2ccc3c(c2)OCO3)o1 (configuration not stated),-23%,-2%,-15%
COCCNC(=O)c1onc(CSc2ccccc2)c1C(=O)NCCOC,-8%,-4%,-1%
CC(C)Oc1ccc(Br)cc1/C=N\NC(N)=S,?,-1%,16µM*
CCOC(=O)C1(Cc2cccc(Cl)c2)CCCN(C(=O)c2occc2C)C1 (configuration not stated),?,-13%,-21%
C=CCNC(=O)c1ccsc1N,?,nt,?
Cc1cccc(NC(=O)Cn2c(O)c(N=NC(=O)c3ccncc3)c3ccccc32)c1,0%,-5%,-13%
CCn1c(Cc2ccccc2)nnc1SCC(=O)Nc1ccc2c(c1)OCCO2,-10%,-8%,-18%
c1ccc(-c2nc3c4ccccc4ccn3c2CN2CCOCC2)cc1,10µM*,-1%,18µM*
Nc1ccc(C(=O)OCC(=O)N2CCc3ccccc3C2)cc1[N+](=O)[O-],-27%,-3%,?
O=C(N/N=C/c1cccc(O)c1)c1ccc(NC(=O)C2CCCCC2)cc1,?,-15%,?
Cc1ccc(CCNS(=O)(=O)c2ccc3c(c2)N(C)CCO3)cc1,?,-7%,-22%
O=[N+]([O-])c1ccc(Nc2ccc(F)cc2)nc1,?,-9%,?
O=C(NCC1CC1)c1cccc2c1C(=O)c1ccc(N3CCCC3)cc1S2(=O)=O,?,3%,?
CCN(Cc1nc(-c2ccc(OC)cc2)oc1C)S(=O)(=O)c1ccc(C)cc1,?,0%,?
Cc1nc2ccc(Cc3ccc4nc(C)[nH]c4c3)cc2[nH]1,26µM*,-1%,?
O=C(Cc1ccc(Cl)cc1)N/N=C1\CCCc2ccccc21,?,18%,23µM*
CCCOC(=O)Cc1n[nH]c(=O)[nH]c1=O,9%,-18%,-11%
COc1ccc(CNC(=O)/C=C/c2ccc(S(=O)(=O)NCc3ccco3)cc2)cc1OC,?,-1%,26µM*
O=C(CSc1ncnc2sc3c(c12)CCCC3)N1CCC(c2noc3ccc(F)cc23)CC1,11µM*,-4%,10µM*
O=C1NC(Cc2ccccc2)C(=O)Nc2ccc(Br)cc21 (configuration not stated),-26%,-2%,?
COc1ccc2c(C)c(C(=O)N3CC[C@@H](N4CCC(O)CC4)[C@H](O)C3)oc2c1,-6%,2%,14%
CC(C)(Oc1ccc(Cl)cc1)C(=O)NC1CCN(Cc2ccccc2)CC1,?,-14%,18µM*
CN(C)S(=O)(=O)c1cccc(C(=O)OCC(=O)c2ccc3c(c2)NC(=O)CO3)c1,-24%,-1%,-15%
C=CCOc1ccc2ccccc2c1/C=N/O,-28%,-16%,-30%
CCn1cc([N+](=O)[O-])c(C(=O)Nc2c(C)nn(Cc3c(F)c(F)c(F)c(F)c3F)c2C)n1,?,0%,-30%
C/C(=N\NS(=O)(=O)c1cccc([N+](=O)[O-])c1)c1cc2ccccc2o1,1%,-6%,-21%
COc1ccc(-c2cc(C(=O)N3CC4(C)CC3CC(C)(C)C4)no2)cc1 (configuration not stated),?,-1%,?
CCc1ccc2c(CC(=O)NNC(=O)c3ccncc3)coc2c1,2%,-1%,0%
Cc1ccc(N(C(=O)c2snc(C(N)=O)c2N)C(C(=O)NCC2CCCO2)c2ccc(C)o2)c(C)c1 (configuration not stated),18µM*,-1%,16µM*
CCOC(=O)c1cccc(NC(=O)CSc2nnc(-c3cccnc3)n2CC)c1,-10%,1%,1%

# 4 entries from above in a different format:
Structure	TDP1 cell CPT	GCN5L2 inh	DT40 TDP1 no CPT
COc1ccc(CNC(=O)/C=C/c2ccc(S(=O)(=O)NCc3ccco3)cc2)cc1OC	?	-1%	26µM*
O=C(CSc1ncnc2sc3c(c12)CCCC3)N1CCC(c2noc3ccc(F)cc23)CC1	11µM*	-4%	10µM*
O=C1NC(Cc2ccccc2)C(=O)Nc2ccc(Br)cc21 (configuration not stated)	-26%	-2%	?
COc1ccc2c(C)c(C(=O)N3CC[C@@H](N4CCC(O)CC4)[C@H](O)C3)oc2c1	-6%	2%	14%

# Carrying on:
SMILES,TDP1 cell CPT,GCN5L2 inh,DT40 TDP1 no CPT
COC(=O)C[C@@H]1C[C@H]2c3cc(NC(=O)Nc4ccccc4F)ccc3O[C@H]2[C@H](CO)O1,-10%,nt,-26%
O=C(Nc1cccc(C(=O)N2CCCCC2)c1)C1CCCC1,-3%,nt,-4%
CC1=C(C(=O)OCc2ccccc2)C(c2ccc(Cl)cc2Cl)NC(=O)N1CCCC(=O)O (configuration not stated),-13%,-3%,-25%
Cc1cc(C)nc(NC(=O)NC(=O)c2ccccc2)n1,-5%,?,13%
Cc1nn2c(NCc3ccccn3)cc(C(C)(C)C)nc2c1-c1ccccc1,?,-15%,?
Nc1ccccc1Oc1ccc2ccccc2c1,-29%,-27%,?
Nc1ccc(S(=O)(=O)c2cccc(N)c2)cc1,-6%,?,-16%
O=C(COC(=O)CCC(=O)c1ccc(F)cc1)NCCc1ccccc1,-22%,-6%,-9%
CCCN(Cc1nnc(-c2ccccc2Cl)o1)C(=O)c1ccc(C)c(S(=O)(=O)N2CCOCC2)c1,?,-7%,?
CCCCCCCCN1C(=O)[C@H](CC(=O)NCCCCc2ccccc2)C[C@@]2(C(=O)OCC)CCCC=C12,?,nt,?
O=C1C=C(c2ccccc2C(F)(F)F)C[C@@H](c2ccc3c(c2)OCO3)C1,?,-5%,18µM*
Cc1ccc(-c2noc(CSc3nnc(C)n3-c3ccc(F)cc3)n2)cc1,-18%,1%,-18%
CC(C)CC(=O)Nc1nnc(S(=O)(=O)Nc2ccccc2)s1,1%,6%,-1%
Cn1c(=O)c2c3c(sc2n2c(SCC(N)=O)nnc12)CC(C(C)(C)C)CC3 (configuration not stated),23µM*,-9%,?
COc1ccc(C2C(C#N)=C(N)OC3=C2C(=O)CC(C)(C)C3)cc1Cn1nc(C)c([N+](=O)[O-])c1C (configuration not stated),-15%,15%,-17%
O=C(C1COc2ccccc2O1)N1CCN(c2ccccc2F)CC1 (configuration not stated),-9%,-2%,?
O=C(CSc1nc2c([nH]c3ccccc32)c(=O)n1-c1ccc(Cl)cc1)NC1CCCCC1,10µM*,15%,15µM*
O=C(CNC(=O)c1ccccc1Cl)OCc1cc(=O)n2nc(C3CC3)sc2n1,4%,11%,-9%
CCC(=O)N1CCN(c2ccc(NC(=O)c3cc4ccccc4o3)cc2)CC1,?,-2%,18µM*
Nc1ncnc2c1ncn2[C@@H]1O[C@H](C(=O)NC2CC2)[C@@H](O)[C@H]1O,-6%,-4%,4%
Cc1cc(C(=O)N/N=C/c2ccco2)c2ccccc2n1,?,-1%,?
CC(C)CN(C(=O)CSc1nc(N)cc(N)n1)C1CCS(=O)(=O)C1 (configuration not stated),24%,-5%,-10%
CC(=O)C1=C(c2cccc([N+](=O)[O-])c2)N(C(C)=O)n2c(C)nnc2S1,4.6µM*,-2%,1.8µM*
CCn1c(=O)c2cc(C(=O)NCCCOC)sc2c2ccccc21,18µM*,-5%&-7%,10µM*
COC(=O)c1[nH]c2cccc(C)c2c1NC(=O)CN1CCCc2ccccc21,?,-2%,21µM*
Cc1c(Br)c(=O)[nH]c(=O)n1COCc1ccccc1,-17%,-6%,-13%
COc1ccc2nc3oc(C(=O)N4CCC(C(N)=O)CC4)cc3cc2c1,-1%,-12%,-18%
COC(=O)[C@@]1(C)[C@H]2C(=O)N(C)C(=O)[C@H]2[C@H]2CN=C(SCc3ccc(C#N)cc3)N21,-2%,-2%,6%
CCOc1ccc(NC(=O)CN2C(=O)COc3ccc(Cl)cc32)cc1,?,-6%,-6%
Nc1ccc(C(=O)OCc2nc3ccccc3[nH]2)cc1,-18%,3%,-18%
O=C(CCC1CCCN(C(=O)c2cc(C3CC3)[nH]n2)C1)N1CCN(c2ccccn2)CC1 (configuration not stated),-11%,15%,-24%
COc1cccc(Cn2c(=O)c(-c3cccc(C#N)c3)nc3cnc(OC)nc32)c1,-6%,-14%,30%[activator]
COc1cccc(CNc2ccc3c(c2)nc(C)n3C)c1OC,-18%,0%,?
COc1ccc(NC(=O)Cn2c(=O)n(CC(=O)NCc3ccco3)c(=O)c3ccccc32)cc1OC,-20%,0%,-5%
CC(C)CNC(=O)CCCSc1nc2ccccc2[nH]1,1%,-1%,10%
Cc1ccc(S(=O)(=O)NCC(=O)OC(C)C(=O)Nc2ncc(Cl)cc2Cl)cc1 (configuration not stated),3%,-14%,-7%
CCOC(=O)C1=C[C@@H](C(C)(C)C)N(S(=O)(=O)c2ccc(C)cc2)[C@H]1c1cccc2ccccc12,?,nt,?
O=C(COC(=O)c1c[nH]c(=O)[nH]c1=O)Nc1ccccc1,-1%,-6%,0%
CCCc1cc2c(cc1NC(=O)Cc1ccccc1)OCO2,-24%,nt,-8%
CCCNC(=O)Cc1c(C)oc2ccccc12,4%,-9%,0%
O=C(Nc1ccc(-c2nc3ncccc3o2)cc1)c1ccc([N+](=O)[O-])o1,8.2µM*,-8%,3.7µM*
Cc1ccc(C(=O)OCC(=O)Nc2c(C)n(C)n(-c3ccccc3)c2=O)cc1[N+](=O)[O-],-15%,-3%,-15%
Cc1nnsc1C(=O)NC1CCCc2c1cnn2-c1ccc(C(C)(C)C)cc1 (configuration not stated),10µM*,-12%,7.3µM*
Cc1ccc(C(=O)NCc2ccc3c(c2)OCO3)cc1Cl,?,-7%,-9%
CC1NC(=O)COC1c1ccccc1 (configuration not stated),21%,nt,1%
CC(=O)Nc1ccc(N/C=C/C(=O)c2ccccc2)cc1,6%,-11%,-8%
Cc1cc(C)cc(NS(=O)(=O)c2c(C(=O)N3CCCCCC3)c(C)n(C)c2C)c1,?,-3%,?
COc1cccc(CNC(=O)c2cccc(-n3c(C)nc4cccnc43)c2C)c1,21µM*,-5%,?
Nc1nc(/C=C/c2cccnc2)nc(-c2ccccc2O)n1,2.9µM*,3%,9.2µM*
O=C(NCCc1csc(-c2ccc(C(F)(F)F)cc2)n1)c1cccs1,?,-1%,18µM*
CCCCN(CCCC)C(=O)c1cc2c(=O)n3ccccc3nc2s1,?,-5%,?
CCc1ccc(C2CC3C(CN2S(=O)(=O)c2ccc(C)cc2)C(=O)CC(c2ccc(CC)cc2)N3S(=O)(=O)c2ccc(C)cc2)cc1 (configuration not stated),?,nt,-16%
Cc1ccc(-n2nnnc2SCC(=O)c2cc(C)n(-c3cc(C)on3)c2C)cc1,12µM*,-6%,15µM*
Cc1ccc2c(c1)CN(C(=O)CC(c1ccccc1)c1ccco1)CC(C)O2 (configuration not stated),0%[9.04 µM],nt,?
CC(C)CNc1nc(Oc2ccc(=O)n(C)n2)nc(N2CCOCC2)n1,-20%,0%,-8%

# A different layout for some results above:
# Every second line gives: TDP1 cell CPT, GCN5L2 inh, DT40 TDP1 no CPT
CC1NC(=O)COC1c1ccccc1 (configuration not stated)
→ 21%, nt, 1%
CC(=O)Nc1ccc(N/C=C/C(=O)c2ccccc2)cc1
→ 6%, -11%, -8%
Cc1cc(C)cc(NS(=O)(=O)c2c(C(=O)N3CCCCCC3)c(C)n(C)c2C)c1
→ ?, -3%, ?
COc1cccc(CNC(=O)c2cccc(-n3c(C)nc4cccnc43)c2C)c1
→ 21µM*, -5%, ?
Nc1nc(/C=C/c2cccnc2)nc(-c2ccccc2O)n1
→ 2.9µM*, 3%, 9.2µM*
O=C(NCCc1csc(-c2ccc(C(F)(F)F)cc2)n1)c1cccs1
→ ?, -1%, 18µM*
